# GPR151 ag – activates the human receptor GPR151; Q8TDV0; PathHunter beta-arrestin GPR151 cells, luminescence; activation, % at 11.2 µM; hit rate 1% among 650,000; AID 1508602; in the data active = activation above about 4.9%;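 note: 0% = median of compound wells and 100% = cells with positive control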
# Target sequence (Q8TDV0 whole entry, looked up): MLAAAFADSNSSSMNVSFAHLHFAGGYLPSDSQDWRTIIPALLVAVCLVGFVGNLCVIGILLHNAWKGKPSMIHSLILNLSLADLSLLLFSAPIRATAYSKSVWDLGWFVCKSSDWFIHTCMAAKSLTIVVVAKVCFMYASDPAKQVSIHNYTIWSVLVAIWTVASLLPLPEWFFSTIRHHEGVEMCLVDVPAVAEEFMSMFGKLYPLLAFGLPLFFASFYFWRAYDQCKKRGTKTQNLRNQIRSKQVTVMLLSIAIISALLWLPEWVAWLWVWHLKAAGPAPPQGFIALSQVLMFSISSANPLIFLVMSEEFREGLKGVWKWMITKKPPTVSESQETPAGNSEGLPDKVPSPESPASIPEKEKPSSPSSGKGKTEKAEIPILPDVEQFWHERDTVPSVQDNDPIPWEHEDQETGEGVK
# TEAD-YAP inh – TEAD-YAP interaction inhibition; HEK-TIYL cells, TEAD-Gal4/YAP UAS-luciferase luminescence; inhibition, % at 9.12 µM; hit rate 1.4% among 640,000; in the data active = inhibition above about 32%;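 note: 0% = median of test compound wells and 100% = reference inhibitor wells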
# FBW7 activator – human FBW7 E3 ligase activation, primary screen; normalized activity (activation), % at 26.1 µM; hit rate 0.13% among 650,000; AlphaScreen FBW7–phospho-cyclin E peptide binding, activator screen; in the data active = normalized activity above about 1.9%;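 note: purified mutant Fbw7 with reduced substrate affinity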
# MITF primary – human MITF inhibition, primary screen; O75030; AID 1259374; hit rate 0.91% among 650,000; AlphaScreen MITF homodimerization, bead proximity signal; inhibition, % at 2.6 µM; in the data active = inhibition above about 50%;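 note: 0% = vehicle wells with protein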
# Target sequence (O75030 whole entry, looked up): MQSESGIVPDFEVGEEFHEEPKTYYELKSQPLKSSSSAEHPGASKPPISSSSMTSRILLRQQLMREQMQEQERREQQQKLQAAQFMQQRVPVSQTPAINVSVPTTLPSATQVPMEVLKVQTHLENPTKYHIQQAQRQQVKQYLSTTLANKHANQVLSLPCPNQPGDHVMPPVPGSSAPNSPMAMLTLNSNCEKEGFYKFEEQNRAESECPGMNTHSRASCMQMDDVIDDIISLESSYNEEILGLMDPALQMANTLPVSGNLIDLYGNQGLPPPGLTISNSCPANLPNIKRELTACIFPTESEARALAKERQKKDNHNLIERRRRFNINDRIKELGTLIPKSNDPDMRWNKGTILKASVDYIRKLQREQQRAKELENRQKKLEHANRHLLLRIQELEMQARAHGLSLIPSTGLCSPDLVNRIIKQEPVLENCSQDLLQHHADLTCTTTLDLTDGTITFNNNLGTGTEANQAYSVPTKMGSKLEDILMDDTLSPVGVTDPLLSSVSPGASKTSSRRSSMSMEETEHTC
# Starred values were filed as active, the others as inactive.
cpd	canonical_smiles	GPR151 ag	TEAD-YAP inh	FBW7 activator	MITF primary
1	CC(c1ccncn1)N(C)c1nc2nonc2nc1N(C)Cc1ccccc1 (stereo unspecified)	-0.4	-12	-0.1	6
2	CC(=O)c1cccc(Nc2nc(-c3sc(N)nc3C)cs2)c1	-0.8	-13	-0.1	-2
3	CCOc1ccccc1NC(=O)CCCl	-0.1	-6	-0.3	5
4	COc1ccc(C2SCC(=O)N2c2nnc(C34CC5CC(CC(C5)C3)C4)s2)cc1 (stereo unspecified)	0.0	6	0.0	5
5	Cn1c(SCc2ccccc2)nnc1C1CCCNC1 (stereo unspecified)	2.2	-9	-0.1	-6
6	CC(=O)Nc1cccc(NC(=O)CSc2nc(Cc3ccccc3)nc3ccccc23)c1	0.0	7	-0.1	-14
7	COc1ccc(CNC(=O)c2c(-c3ccccc3Cl)noc2C)cc1	0.4	-11	0.1	4
8	CCCC(C)C(=O)Nc1ccc(S(=O)(=O)NC(C)=O)cc1 (stereo unspecified)	0.2	-7	0.1	-6
9	CS(=O)(=O)N(CC(=O)NC1CC1)c1ccc(Cl)c(C(F)(F)F)c1	-0.3	10	0.2	-8
10	NC(=O)Cn1nnc(-c2ccccc2NC(=O)COc2ccc(Cl)cc2)n1	0.2	-1	-0.1	-2
11	Cc1onc(-c2ccccc2Cl)c1C(=O)NC(C)c1ccccc1 (stereo unspecified)	0.5	-4	0.1	-3
12	CC(C)N(C(=O)CSc1nc2c(cnn2-c2ccccc2)c(=O)[nH]1)C(C)C	4.9	4	-0.2	-4
13	CC1(C)Cc2nc3sc4c(SCC(=O)Nc5nccs5)ncnc4c3cc2CO1	-0.7	8	-0.2	1
14	Cc1[nH]c2ccccc2c1/C=N\NC(=O)Cn1nnc(-c2ccccc2)n1	0.4	-7	0.2	-6
15	CCOC(=O)c1ccc(NC(=O)CSC2=NC(=O)C(c3ccccc3)C(=O)N2)cc1 (stereo unspecified)	-0.9	-3	0.5	0
16	COc1ccc(/C=C2\C=C(c3ccccc3)N(c3ccc(-c4ccccc4)cc3)C2=O)cc1Br	0.4	2	0.0	-15
17	Cc1ccccc1-c1nc(CS(=O)(=O)CC(=O)NC2CC2)c(C)o1	1.7	-6	0.0	-1
18	COc1cccc(CN2CCNC(=O)C2CC(=O)N(C)CCc2cn[nH]c2)c1 (stereo unspecified)	0.5	-5	-0.1	-18
19	Nc1nc(SCC(=O)c2ccccc2F)n[nH]1	-0.6	-7	0.0	-13
20	CCOC(=O)C1=CN(C)C=C(C(=O)OCC)C1c1cccc(OC)c1OCC	-1.3	15	1.1	9
21	COC(=O)C1C(=O)/C(=C/N2CCOCC2)C(=O)CC1(C)C (stereo unspecified)	-0.8	-2	-0.1	-9
22	C#Cc1ccc(C(=O)Nc2cccc(C)c2N2CCC3(CC2)OCCO3)o1	1.9	-2	-0.1	4
23	O=C(c1ccccc1F)N1CCN(Cc2ccccc2C(F)(F)F)CC1	-0.8	-3	0.0	58*
24	CCC(Sc1nc2cc3c(cc2c(=O)n1CCCCCC(=O)NCc1ccc2c(c1)OCO2)OCO3)C(=O)NCc1cccnc1 (stereo unspecified)	-0.1	-5	-0.1	-13
25	O=C(COC(=O)CC1CC2CCC1C2)NNC(=O)c1cccs1 (stereo unspecified)	0.9	2	0.5	13
26	COc1cc(NC(=O)CC(C)C)c(C(=O)O)cc1OC	2.6	12	-0.2	7
27	Cc1cc(NCCO)ccc1N=Nc1ccc([N+](=O)[O-])cc1	0.2	12	-0.1	7
28	COCCNc1nc(-c2ccccc2)ccc1C(=O)NCCc1ccccn1	0.0	-1	0.4	-5
29	Cc1cccc2cc(C#N)c(SCC(=O)N3CCCC3)nc12	0.0	4	-0.1	-3
30	COC(=O)c1c(NC(=O)Cc2ccccc2)sc(C(=O)Nc2ccccc2)c1C	0.2	-14	0.0	6
31	Cc1cnc(-c2ccc(C(=O)NC3CC3)cc2)nc1NCc1nc2ccccc2[nH]1	-0.8	9	0.5	7
32	CCN(CC)S(=O)(=O)c1ccc(-c2csc(=Nc3ccc(C)cc3)n2C)cc1	-0.2	-4	-0.1	-2
33	O=C(CCNS(=O)(=O)c1ccc2[nH]c(=O)ccc2c1)Nc1cccc(F)c1	-0.2	-2	0.1	-6
34	CC(C)COC(=O)Nc1ccccc1C(=O)N1CCOCC1	-2.2	4	0.5	16
35	Cc1ncoc1C(=O)NCCN1Cc2ccccc2OC(c2ccccc2)C1 (stereo unspecified)	1.0	-2	0.7	-3
36	COCCn1c(=S)[nH]c2cc(C(=O)NCc3ccc(Cl)c(Cl)c3)ccc2c1=O	0.8	9	0.2	8
37	C=C(C)CSc1nc2c(c(=O)[nH]c(=O)n2C)n1Cc1cccc(C)c1	-1.2	-19	-0.1	-7
38	CCn1c(C(=O)O)c(CNCc2ccc(C)o2)c2ccc(C)cc21	-0.7	-2	-0.3	3
39	N/N=C1/C(=N\O)CCc2nonc21	-2.3	2	-0.6	15
40	CN1C(=O)CCC12CCN(Cc1cn(-c3ccccc3)nc1-c1ccccc1)CC2	-0.4	1	0.1	10
41	CCn1cc(C(=O)O)c(=O)c2cc(S(=O)(=O)N3CCOCC3)ccc21	0.3	-1	0.1	12
42	CC(=O)c1ccc(NC(=O)CC(NCc2ccco2)C(=O)O)cc1 (stereo unspecified)	0.9	3	0.2	3
43	CCOC(=O)C1CCN(C(=O)CN(Cc2ccc(Cl)cc2)S(C)(=O)=O)CC1	-0.7	-2	0.1	9
44	CCCCNC(=O)CCCOc1ccccc1C	-0.4	-5	-0.2	0
45	Cc1ccccc1-n1nc2c(c1NC(=O)c1ccc(Br)o1)CS(=O)(=O)C2	-0.7	0	0.1	10
46	CCc1ccc(CNC(=O)C2CC(=O)N(Cc3ccc(OC)cc3)C2)cc1 (stereo unspecified)	1.4	7	0.2	6
47	Cc1ccc2oc(=O)c3cnn(CC(=O)N4CCN(c5ccc([N+](=O)[O-])cc5)CC4)c3c2c1	-0.4	1	0.1	-5
48	COc1ccc(Cl)cc1Nc1ncccn1	0.4	3	0.0	-2
49	COc1ccccc1OCC(=O)Nc1ccc(S(=O)(=O)NC(C)=O)cc1	16*	12	-0.1	0
50	Cc1ccc(NC(=O)CN2C(=O)N/C(=C/c3cc(C)n(-c4ccccc4C)c3C)C2=O)cc1	0.4	3	-0.2	11
51	CCOC(=O)NC1(C(F)(F)F)C(=O)NC(C)=C1C(=O)OC (stereo unspecified)	-1.3	6	0.2	-5
52	Cc1ccc(S(=O)(=O)Nc2cc(Cl)c(O)c3ncccc23)cc1	-1.0	4	-1.2	22
53	CCOC(=O)C1CCCN(C(=O)c2ccc(CS(=O)(=O)Cc3ccccc3C)o2)C1 (stereo unspecified)	1.4	7	-0.1	9
54	CC1CN(CC(=O)NCC(c2cccnc2)N2CCOCC2)Cc2ccccc2O1 (stereo unspecified)	0.6	0	0.1	15
55	Cc1ccc(C)c(NCC(O)Cn2c3ccccc3c3ccccc32)c1 (stereo unspecified)	-1.0	6	0.1	15
56	COc1ccc(Br)cc1C(=O)Nc1cc2cc(Br)ccc2oc1=O	0.0	-6	0.3	20
57	COc1ccc(S(=O)(=O)N/N=C/c2cccs2)cc1	-0.8	4	-0.1	-2
58	CCN(CC)c1ccc(Nc2nc(-c3c(C)nc4ncccn34)cs2)cc1	-2.2	3	-0.3	3
59	CCOC(=O)c1c(C)[nH]c(C)c1C(=O)COC(=O)/C=C/c1cccc(F)c1	-0.4	4	0.0	6
60	O=C(CCSCCC(=O)Nc1nc2ccccc2[nH]1)Nc1nc2ccccc2[nH]1	-0.6	3	-0.1	2

# Additional records follow.
cpd	canonical_smiles	GPR151 ag	TEAD-YAP inh	FBW7 activator	MITF primary
61	O=Cc1ccccc1OCCN1CCOCC1	3.2	1	0.2	27
62	CC(=O)c1ccc(OCC(O)CN2CCN(C(=O)c3ccccc3)CC2)cc1 (stereo unspecified)	-0.1	1	0.6	-2
63	COc1cc(NC(=O)CC2SC(N)=NC2=O)cc(OC)c1 (stereo unspecified)	0.6	6	0.0	-18
64	Cc1c(OCc2ccccc2)ccc2c3c(c(=O)oc12)CCC3	-0.4	2	0.2	9
65	COc1ccc(N(CCCN2C(=O)c3cccc4cccc(c34)C2=O)C(=O)c2ccc(F)cc2)cc1	-0.1	1	0.0	-10
66	CC(C)NS(=O)(=O)c1ccccc1C(=O)O	-1.6	-4	0.1	-1
67	O=C(O)c1ccc(-c2cc(Cl)ccc2Cl)o1	0.1	7	0.1	2
68	CC(=O)Oc1c(C)cc(C)c2ccc(C)nc12	2.0	11	-0.1	-5
69	Cc1nc(N2CCOCC2)nc(Nc2cccc(Cl)c2)c1[N+](=O)[O-]	-0.7	-7	1.2	-10
70	COc1ccccc1C(=O)NC(=S)NNC(=O)C1CCCCC1	0.9	-24	0.0	-19
71	CC(=O)c1cccc(-c2nccc(NCCCN3CCCC3=O)n2)c1	-0.1	-44	0.0	2
72	O=C(N/N=C/c1cccc2cccnc12)C(O)c1ccccc1 (stereo unspecified)	0.4	0	0.0	35
73	OC(COc1ccc(C2CCCCC2)cc1)CN1CCN(Cc2ccccc2)CC1 (stereo unspecified)	-1.0	-11	-0.1	-1
74	CN(C)C(=O)C1C2NC(=S)N(c3cccc(Cl)c3)C1(C)Oc1ccccc12 (stereo unspecified)	-1.6	0	-0.2	-5
75	COc1ccccc1-c1nc(-c2ccc(Cl)cc2)no1	0.1	-44	0.1	21
76	CCOc1cc(C(=O)OCc2c(C)noc2C)cc(Br)c1OC	0.1	-5	0.3	2
77	CCCOC(=O)c1cccc(NC(=O)c2ccccc2C)c1	2.9	-5	0.1	14
78	COc1ccc(-c2cc(C(F)(F)F)n3ncc(C(=O)Nc4cc(C)on4)c3n2)cc1OC	-1.4	-1	-0.1	24
79	CCOC(=O)c1cccc(NS(=O)(=O)c2ccc3c(c2)CCN3C(=O)CC)c1	0.0	6	0.1	10
80	Cn1c(=O)c2c(SCC(=O)N3CCc4ccccc43)ccnc2n(C)c1=O	-0.6	-4	1.0	6
81	COCCCn1c(SCC(=O)OC2CCCCC2)nnc1-c1ccncc1	0.0	-4	0.1	-1
82	CN(C(=O)C1CCN(S(=O)(=O)c2ccc3c(c2)OCC(=O)N3)CC1)C1CCCCC1	0.1	-5	0.2	2
83	CCSc1nnc(NC(=O)CSc2nncc(=O)[nH]2)s1	1.4	5	0.0	5
84	O=C(NCC1CCCO1)N1CCOCC1 (stereo unspecified)	1.7	4	0.1	0
85	CC(C)c1onc(C(=O)Nc2cccnc2Cl)c1[N+](=O)[O-]	-1.5	-2	0.0	6
86	O=C1CCCC2=C1C(c1cc(Br)ccc1O)C1=C(N2)c2ccccc2C1=O (stereo unspecified)	0.6	11	-0.1	19
87	COc1ccc(CN2CCN(Cc3cnn(C)c3)CC2CCO)c(F)c1 (stereo unspecified)	0.2	14	0.0	-1
88	O=C(c1ccccc1)N1CCN(C2c3cccc4cccc(c34)C2NS(=O)(=O)c2ccccc2)CC1 (stereo unspecified)	0.1	15	-0.1	5
89	O=C1CCC(C(=O)Nc2sc3c(c2-c2nc4ccccc4[nH]2)CCCC3)=NN1	-0.6	4	-0.2	9
90	CCCCn1c(=O)[nH]c(=O)c2c1nc(COC(=O)c1ccc([N+](=O)[O-])o1)n2CCC	0.2	12	-0.1	2
91	COc1ccccc1/C=N/Nc1ccc2nnc(C)n2n1	-0.7	2	0.0	-10
92	O=C(CCC1(Cc2ccc(Cl)cc2)CCC(=O)N1)NCc1cccc(F)c1F (stereo unspecified)	-0.1	18	0.2	3
93	CC1=CC(C)C2C(=O)N(Cc3ccc[n+](C)c3)C(=O)C2C1 (stereo unspecified)	-0.2	5	-0.1	10
94	Cc1ccc(C(=O)Nc2ccc(-c3nc4ncccc4o3)cc2)c(Cl)c1	2.3	-9	0.0	7

# From entry 79 up to 91, as listed above:
cpd	canonical_smiles	GPR151 ag	TEAD-YAP inh	FBW7 activator	MITF primary
79	CCOC(=O)c1cccc(NS(=O)(=O)c2ccc3c(c2)CCN3C(=O)CC)c1	0.0	6	0.1	10
80	Cn1c(=O)c2c(SCC(=O)N3CCc4ccccc43)ccnc2n(C)c1=O	-0.6	-4	1.0	6
81	COCCCn1c(SCC(=O)OC2CCCCC2)nnc1-c1ccncc1	0.0	-4	0.1	-1
82	CN(C(=O)C1CCN(S(=O)(=O)c2ccc3c(c2)OCC(=O)N3)CC1)C1CCCCC1	0.1	-5	0.2	2
83	CCSc1nnc(NC(=O)CSc2nncc(=O)[nH]2)s1	1.4	5	0.0	5
84	O=C(NCC1CCCO1)N1CCOCC1 (stereo unspecified)	1.7	4	0.1	0
85	CC(C)c1onc(C(=O)Nc2cccnc2Cl)c1[N+](=O)[O-]	-1.5	-2	0.0	6
86	O=C1CCCC2=C1C(c1cc(Br)ccc1O)C1=C(N2)c2ccccc2C1=O (stereo unspecified)	0.6	11	-0.1	19
87	COc1ccc(CN2CCN(Cc3cnn(C)c3)CC2CCO)c(F)c1 (stereo unspecified)	0.2	14	0.0	-1
88	O=C(c1ccccc1)N1CCN(C2c3cccc4cccc(c34)C2NS(=O)(=O)c2ccccc2)CC1 (stereo unspecified)	0.1	15	-0.1	5
89	O=C1CCC(C(=O)Nc2sc3c(c2-c2nc4ccccc4[nH]2)CCCC3)=NN1	-0.6	4	-0.2	9
90	CCCCn1c(=O)[nH]c(=O)c2c1nc(COC(=O)c1ccc([N+](=O)[O-])o1)n2CCC	0.2	12	-0.1	2
91	COc1ccccc1/C=N/Nc1ccc2nnc(C)n2n1	-0.7	2	0.0	-10

# Bioassay records: PubChem BioAssay, The Scripps Research Institute Molecular Screening Center

# Rows are unselected, and some 3.4% of all compounds hit somewhere here.
